HIV peptide binding = inhibitors of HIV fusion peptide binding, primary screen, biochemical, uHTS, fluorescence dequenching (AID 1986); cell-free peptide binding, fluorescence dequenching, 30 min; higher % means a stronger effect; inhibition, % at 20 µM, or IC50 in µM where a hit was titrated; 290,000 tested, 0.3% active; in the data active means inhibition mostly above about 52%, no sharp cut-off; inactive means mostly below about 76%; further: some results filed as inactive read as strong as hits
Myeloid diff 2 = induction of myeloid progenitor differentiation, primary screen, cell-based, flow cytometry, MLPCN library | AID 624256, 2012 | calls only at 10 µM | 360,000 tested, 1% active | ER-HoxA9 myeloid progenitors, lysozyme-GFP differentiation;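 active means normalized GFP-positive differentiation at or above the plate's own cutoff, the solvent-only control mean plus 3 SD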;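 further: cells exposed to compound for four days before flow analysis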
Siah-1 displacement = Siah-1 peptide-binding antagonists, primary screen, biochemical, fluorescence polarization, rhodamine-plectin, uHTS (AID 1817); E3 ubiquitin-protein ligase SIAH1 (Homo sapiens); Siah-1 / rhodamine-plectin peptide fluorescence polarization; higher % means a stronger effect; 290,000 tested, 0.02% active; one-dose displacement, % at 20 µM; IC50 in µM for titrated hits;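 active means displacement of at least 50% at 20 µM, with a fluorescence ratio check between 0.3 and a set limit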;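 further: plate controls were Siah plus tracer with DMSO for no effect and tracer alone without Siah for full effect; strong numbers were not always called active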
LYP phosphatase = inhibitors of LYP phosphatase, biochemical, fluorescence intensity, uHTS (AID 1779); recombinant LYP phosphatase, fluorescence intensity; higher % means a stronger effect; 290,000 tested, 0.054% active; one-dose inhibition, % at 11.5 µM; IC50 in µM for titrated hits;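 further: plate controls were vehicle with enzyme for no effect and no enzyme for full effect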
KOR beta-arrestin-1 = KOR agonists, beta-arrestin recruitment, primary screen, cell-based, luminescence, uHTS (AID 1777); Kappa-type opioid receptor (Homo sapiens); KOR beta-arrestin recruitment, luminescence; higher % means a stronger effect; one-dose activation, % at 10 µM; EC50 in µM for titrated hits; 280,000 tested, 0.02% active; in the data active means activation above about 50%, passing the limit was not always enough; further: a part of the inactive calls stands beside numbers as strong as those of hits
NOD1 NF-kB reporter = NOD1 signaling inhibitors, primary screen, cell-based, luminescence, uHTS (AID 1578); NOD1-driven NF-kB luciferase reporter cells, luminescence; higher % means a stronger effect; one-dose inhibition, % at 4 µM; EC50 in µM for titrated hits; 290,000 tested, 1% active; in the data active means inhibition mostly above about 36%, no sharp cut-off; inactive means mostly below about 34%;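 further: HEK-293T reporter cells stimulated with the NOD1 agonist gamma-tri-DAP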
Salmonella PhoP GFP = inhibitors of PhoP regulon expression, primary screen, Salmonella Typhimurium, GFP reporter (AID 1863) | one-dose inhibition, % at 50 µM; IC50 in µM for titrated hits | S. Typhimurium PhoP-regulated promoter GFP reporter, 4 h; higher % means a stronger effect | 300,000 tested, 0.16% active;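 active means inhibition over 29.93%, a cutoff 3 SD above the screen mean, later confirmed by dose response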;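 further: 0% = low Mg2+ inducing control and 100% = high Mg2+ repressing control; strong numbers were not always called active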
KOR beta-arrestin-2 = KOR antagonists, beta-arrestin recruitment, cell-based, luminescence, uHTS (AID 1778); KOR beta-arrestin recruitment, luminescence, antagonist mode; higher % means a stronger effect; one-dose inhibition, % at 10 µM; IC50 in µM for titrated hits; Kappa-type opioid receptor (Homo sapiens); 290,000 tested, 0.091% active; further: strong numbers were not always called active
HEK293 NOD2/NF-kB = NOD2 signaling inhibitors, cell-based, luminescence, uHTS, HEK293 (AID 1566). 290,000 tested, 0.63% active. one-dose inhibition, % at 4 µM; EC50 in µM for titrated hits. HEK293 NOD2/NF-kB luciferase reporter, luminescence; higher % means a stronger effect; further: many of its hits are not listed in these tables
Myeloid diff 2 GFP+ MAC1+ % = recorded beside Myeloid diff 2, whose call it bears; GFP+ MAC1+ double positive, %; measured here: differentiation confirmed by MAC1 staining
An asterisk follows results filed as active; i = inactive; nt = no result given; [ ] = remark or other dose. Unless noted, no stated cut-off is given here; in the data, active means inhibition above about 50%; inactive means the rest. This is a subset, so the mix of outcomes need not match the whole.

Under each structure: LYP phosphatase, KOR beta-arrestin-1, Myeloid diff 2 GFP+ MAC1+ %, HIV peptide binding, HEK293 NOD2/NF-kB, KOR beta-arrestin-2, Salmonella PhoP GFP, Myeloid diff 2, Siah-1 displacement, NOD1 NF-kB reporter
> FC(F)(F)c1ccc2c(c1)C1C=CCC1C(c1ccncc1)N2 (stereo not given)
→ 0%, 1.8%, 0.2, 0.2%, 2%, -42%, 12%, i, 3%, -13%
> CC1CN(Cc2c(O)ccc3c2oc(=O)c2ccccc23)CC(C)O1 (stereo not given)
→ -5%, nt, 0.9, -4.1%, 5%, -2%, 4%, i, -1%, -4%
> COc1ccc(-c2cn3ccc4ccccc4c3n2)cc1
→ -8%, -1.2%, 0.0, -0.9%, -177%, -54%, 5%, i, 3%, -25%
> Cc1ccc(NC(=O)C2Cc3ccccc3C(=O)O2)cc1 (stereo not given)
→ -7%, -6.6%, 0.3, -0.3%, -27%, 18%, -4%, i, 5%, -34%
> CCCc1ccc2oc(C(=O)NCCN3CCCC(C(N)=O)C3)c(C)c2c1 (stereo not given)
→ -9%, 3.5%, 0.6, 0.3%, 6%, -25%, 5%, i, 0%, -32%
> CCOC(=O)CC(=O)CSc1n[nH]c(=O)[nH]c1=O
→ -1%, 2.0%, 0.3, -1.2%, 10%, 34%, -7%, i, 7%, -4%
> Cc1ccc(NC(=O)N(Cc2cc3cc(C)cc(C)c3[nH]c2=O)CC2COCCO2)cc1 (stereo not given)
→ -2%, 3.1%, 0.5, -0.6%, 22%, 5%, 10%, i, 7%, 0%
> CN(C)CC(=O)c1c(N)n(Cc2ccccc2)c(=O)n(C)c1=O
→ -5%, 0.9%, 0.5, -0.7%, 21%, -22%, -3%, i, -3%, -6%
> COC(=O)CNC(=O)CN1C(=O)N(c2cccc(Cl)c2)C(N(O)C(=O)Nc2cccc(Cl)c2)C1(C)C (stereo not given)
→ -6%, 0.1%, 0.7, -4.1%, 2%, -3%, 13%, i, 1%, nt
> CC(=O)Nc1cccc(Nc2nc(-c3cccs3)nc3ccccc23)c1
→ -7%, 10%, 0.2, 0.4%, 24%, -33%, 3%, i, 0%, -22%
> Cc1ccc(NC(=O)CN2C(=O)S/C(=C\c3ccc(C(=O)O)cc3)C2=O)cc1
→ -7%, -7.6%, 0.6, 7.2%, 5%, -25%[20 µM], -5%, i, -1%, -13%
> COc1ccc(CNC(=O)C/C(C)=N/NC(=O)c2cc(OC)cc(OC)c2)cc1
→ -5%, 4.8%, nt, 1.1%, 15%, -8%, -1%, nt, -3%, 7%
> Cc1ccc(CSCCNC(=O)CSc2ccccc2)cc1
→ 1%, 13%, 0.2, 0.1%, 0%, 7%, 19%, i, 17%, -21%
> CS(=O)(=O)Nc1ccc(C(=O)N2CCN(c3ccccc3)CC2)cc1
→ -1%, 3.5%, 1.1, -2.9%, 13%, -14%, -7%, i, -1%, nt
> O=C(O)CCCCCCCCCC[n+]1ccccc1
→ 0%, -0.8%, 0.4, -1.2%, 3%, 4%, -7%, i, 3%, -12%

Of the compounds above, these have an aryl thioether with sulfur outside any ring.
Under each structure: LYP phosphatase, KOR beta-arrestin-1, Myeloid diff 2 GFP+ MAC1+ %, HIV peptide binding, HEK293 NOD2/NF-kB, KOR beta-arrestin-2, Salmonella PhoP GFP, Myeloid diff 2, Siah-1 displacement, NOD1 NF-kB reporter
> CCOC(=O)CC(=O)CSc1n[nH]c(=O)[nH]c1=O
→ -1%, 2.0%, 0.3, -1.2%, 10%, 34%, -7%, i, 7%, -4%
> Cc1ccc(CSCCNC(=O)CSc2ccccc2)cc1
→ 1%, 13%, 0.2, 0.1%, 0%, 7%, 19%, i, 17%, -21%

The results go on:
Under each structure: LYP phosphatase, KOR beta-arrestin-1, Myeloid diff 2 GFP+ MAC1+ %, HIV peptide binding, HEK293 NOD2/NF-kB, KOR beta-arrestin-2, Salmonella PhoP GFP, Myeloid diff 2, Siah-1 displacement, NOD1 NF-kB reporter
> CC(C(=O)Nc1ccccc1)N(C)CCOc1ccccc1 (stereo not given)
→ -10%, 3.9%, 0.7, -0.3%, -2%, -57%, 3%, i, 1%, -22%
> CCCCC(=O)Nc1nnc(S(=O)(=O)N(CC)c2ccc(OC)cc2)s1
→ -8%, -3.7%, 0.4, 1.5%, 27%, 5%, -3%, i, 2%, 2%
> Clc1ccc(-c2csc(Nc3cccnc3)n2)cc1
→ -7%, 4.9%, 0.1, -1.0%, -30%, 28%, -3%, i, -1%, -6%
> O=C(NCc1ccccc1)c1cc2ccccc2oc1=O
→ -6%, 1.9%, 0.1, 1.7%, 5%, -3%, -6%, i, 4%, -20%
> CCCCCCCCCCOC(=O)c1csc2nnsc12
→ -7%, -6.2%, 2.5, 2.3%, 8%, 1%, 0%, i, 0%, -14%
> CCS(=O)(=O)N1CCN(c2ccc([N+](=O)[O-])c(N3CCOCC3)c2)CC1
→ 2%, -5.1%, 0.2, -2.0%, -9%, 36%, 3%, i, -3%, 9%
> Cc1ccc(S(=O)(=O)NCCc2ccccc2)cc1
→ -9%, -4.4%, 0.9, -1.9%, 12%, -4%, -12%, i, 6%, -15%
> CCc1ccccc1NC1c2ccccc2C(=O)N1c1cccnc1 (stereo not given)
→ -1%, 4.1%, 0.7, 1.4%, 14%, 1%, -2%, i, 1%, 8%
> O=C(Nc1ccc2c(c1)nc1n2CCN(Cc2ccccc2)C1)c1cccs1
→ -5%, nt, 0.4, 1.1%, 1%, nt, 12%, i, -8%, 90%*
> O=C1C(=O)N(CCN2CCOCC2)C(c2cccc(Cl)c2)/C1=C(/O)c1ccc2c(c1)OCO2 (stereo not given)
→ -7%, 7.3%, 0.9, 0.6%, 14%, 10%, 1%, i, -3%, 3%
> CNC(=O)CSc1nnnn1-c1ccc2c(c1)OCCO2
→ -9%, -3.2%, 0.3, -1.0%, 0%, -22%, -5%, i, -4%, 11%
> CCC(C(=O)NCc1ccco1)n1nc(C)c2c(C)n(-c3ccc(C)cc3)nc2c1=O (stereo not given)
→ -8%, 7.5%, 0.9, 1.3%, 20%, 0%, -1%, i, 2%, 2%
> O=C(Nc1ccc(Cl)c([N+](=O)[O-])c1)ONC1=NCCCCC1
→ -4%, -4.4%, 0.6, 1.3%, -12%, -14%, 6%, i, 5%, -20%
> Cc1cc(OCCn2ccnc2)cc(C)c1Cl
→ -10%, 6.4%, 0.8, 2.3%, 5%, -14%, 0%, i, 2%, -5%
> CN(C)c1cccc2c(C=C(C#N)C#N)ccc(N(C)C)c12
→ -4%, -0.9%, 1.4, 90%*, -13%, -9%, -9%, i, i, 17%
> CCOc1ccc(-c2nnc(N)s2)cc1
→ -1%, -5.8%, 6.8, -0.5%, -19%, -2%, -14%, i, 7%, -38%
> CS(=O)(=O)N1CCc2cc(C(=O)N3CCOCC3)ccc21
→ -2%, -2.0%, 3.3, -0.4%, -1%, -10%, 8%, i, 5%, -16%
> COc1ccc(N(C(=O)Cn2nnc(-c3ccccc3F)n2)C(C(=O)NCC2CCCO2)c2ccc(Cl)cc2)cc1 (stereo not given)
→ -14%, -2.0%, 0.9, 3.6%, -16%, -7%[20 µM], -6%, i, 1%, -57%
> O=C(Nc1cc(Cl)cc(Cl)c1)C(NCCCO)c1ccccc1 (stereo not given)
→ -4%, 5.4%, nt, 0.6%, 0%, -31%, -7%, nt, -4%, -41%
> COc1ccc(S(=O)(=O)N2CCc3ccccc3C2)cc1OC
→ -5%, -1.2%, 0.8, -3.2%, 12%, -7%, 12%, i, -3%, 33%
> Cc1cc(-c2nnc3n2N=C(c2ccc(-c4ccccc4)cc2)CS3)n[nH]1
→ -4%, 4.6%, 0.4, -2.2%, 8%, -43%, -6%, i, -4%, -29%
> O=C(CN1C(=O)/C(=C\C=C\c2ccccc2)SC1=S)Nc1ccc(F)cc1
→ 3%, 18%, 0.1, 20%, -58%, -21%, -10%, i, 1%, 29%
> CC(C)CO/C(=N/S(=O)(=O)c1ccccc1)c1ccccc1
→ -10%, 2.3%, 0.5, 2.6%, 12%, 1%, 5%, i, 0%, 8%
> Cc1cccc(NC(=O)CSc2nc3ccccc3nc2N2CCCCC2)c1
→ -5%, 0.3%, 4.8, 0.8%, -73%, 6%[20 µM], nt, i, 2%, -9%
> Cc1cccc(N(C(=O)CCC(=O)Nc2cc(C)on2)C(C(=O)NC2CCCC2)c2cccnc2)c1 (stereo not given)
→ -5%, -4.1%, 0.5, -0.7%, 11%, 18%, 0%, i, 1%, -3%
> Cc1ccc(-c2cc(=O)c3ccccc3[nH]2)cc1
→ -3%, 0.3%, 2.5, -2.4%, -17%, 16%, 2%, i, -5%, -15%
> CCOc1ccc(S(=O)(=O)N2CCC(C(=O)NCCc3ccccc3)CC2)cc1
→ -8%, -3.3%, 0.3, -0.2%, -5%, -13%, -3%, i, 14%, -8%
> CN(C(=O)CN1C(=O)/C(=C/c2ccc(Cl)cc2)SC1=S)C1CCS(=O)(=O)C1 (stereo not given)
→ -8%, -1.7%, 2.0, -1.6%, 15%, -7%, -7%, i, -1%, -11%
> O=C(Nc1c(C(=O)N2CCN(c3ccccn3)CC2)oc2ccccc12)c1ccc([N+](=O)[O-])cc1
→ -8%, -5.2%, 1.5, 0.4%, 12%, -35%, -5%, i, 10%, -42%
> CCCN(CCC)C(=O)CC(c1ccccc1)c1cc(Br)ccc1O (stereo not given)
→ 0%, nt, 1.8, 1.5%, -20%, 9%, 10%, i, 1%, 10%
> CCOC(=O)c1c(S(=O)(=O)NCC2CCN(CCc3cccs3)CC2)c(C)n(C)c1C
→ -3%, 1.3%, 0.4, 1.4%, -15%, -14%, -5%, i, 5%, -17%
> Cc1[nH]n(-c2ccccc2)c(=O)c1CCO
→ -2%, -1.4%, 0.2, -0.4%, 16%, -20%, -13%, i, 10%, -30%

Some of these compounds in order of molecular weight, lowest first.
Under each structure: LYP phosphatase, KOR beta-arrestin-1, Myeloid diff 2 GFP+ MAC1+ %, HIV peptide binding, HEK293 NOD2/NF-kB, KOR beta-arrestin-2, Salmonella PhoP GFP, Myeloid diff 2, Siah-1 displacement, NOD1 NF-kB reporter
> CC1CN(Cc2c(O)ccc3c2oc(=O)c2ccccc23)CC(C)O1 (stereo not given)
→ -5%, nt, 0.9, -4.1%, 5%, -2%, 4%, i, -1%, -4%
> Cc1cc(-c2nnc3n2N=C(c2ccc(-c4ccccc4)cc2)CS3)n[nH]1
→ -4%, 4.6%, 0.4, -2.2%, 8%, -43%, -6%, i, -4%, -29%
> COc1ccc(CNC(=O)C/C(C)=N/NC(=O)c2cc(OC)cc(OC)c2)cc1
→ -5%, 4.8%, nt, 1.1%, 15%, -8%, -1%, nt, -3%, 7%
